Compound activity (PubChem)
FBW7 activator: FBW7 E3 ligase activators, primary screen, biochemical, AlphaScreen, human; F-box/WD repeat-containing protein 7 (Homo sapiens), Q969H0; AlphaScreen FBW7–phospho-cyclin E peptide binding, activator screen; normalized activity (activation), % at 26.1 µM; 650,000 compounds, 0.13% hits; AID 1259310, 2017; in the data active = normalized activity above about 1.9%;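 also: purified mutant Fbw7 with reduced substrate affinity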
GPR151 ag: activators of human GPR151, primary screen, cell-based, PathHunter beta-arrestin, luminescence; G-protein coupled receptor 151 (Homo sapiens), Q8TDV0; PathHunter beta-arrestin GPR151 cells; activation, % at 11.2 µM; 650,000 compounds, 1% hits; in the data active = activation above about 4.9%;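 also: 0% = median of compound wells and 100% = cells with positive control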
Target sequence (Q8TDV0 whole entry, looked up): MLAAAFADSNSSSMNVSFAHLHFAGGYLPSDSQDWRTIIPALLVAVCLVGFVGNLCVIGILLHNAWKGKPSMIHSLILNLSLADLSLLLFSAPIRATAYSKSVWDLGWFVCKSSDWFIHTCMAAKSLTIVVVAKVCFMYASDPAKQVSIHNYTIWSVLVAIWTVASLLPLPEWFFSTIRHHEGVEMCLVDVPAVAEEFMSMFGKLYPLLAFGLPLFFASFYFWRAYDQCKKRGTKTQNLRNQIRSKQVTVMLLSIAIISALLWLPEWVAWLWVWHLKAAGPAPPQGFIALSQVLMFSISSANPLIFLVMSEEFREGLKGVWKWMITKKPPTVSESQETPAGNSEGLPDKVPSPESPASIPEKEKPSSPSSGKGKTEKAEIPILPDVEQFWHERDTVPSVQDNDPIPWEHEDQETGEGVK
TEAD-YAP inh: TEAD-YAP interaction inhibition, primary screen, TEAD-YAP interaction inhibitor project, luminescence, HEK-TIYL cells; TEAD-Gal4/YAP UAS-luciferase luminescence; inhibition, % at 9.12 µM; 640,000 compounds, 1.4% hits; AID 1259422, 2018; in the data active = inhibition above about 32%;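 also: 0% = median of test compound wells and 100% = reference inhibitor wells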
MITF inh: MITF inhibitors, primary screen, biochemical, AlphaScreen, human | Microphthalmia-associated transcription factor (Homo sapiens), O75030 | AlphaScreen MITF homodimerization, bead proximity signal | inhibition, % at 2.6 µM | 650,000 compounds, 0.91% hits | AID 1259374, 2018; in the data active = inhibition above about 50%;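 also: 0% = vehicle wells with protein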
Target sequence (O75030 whole entry, looked up): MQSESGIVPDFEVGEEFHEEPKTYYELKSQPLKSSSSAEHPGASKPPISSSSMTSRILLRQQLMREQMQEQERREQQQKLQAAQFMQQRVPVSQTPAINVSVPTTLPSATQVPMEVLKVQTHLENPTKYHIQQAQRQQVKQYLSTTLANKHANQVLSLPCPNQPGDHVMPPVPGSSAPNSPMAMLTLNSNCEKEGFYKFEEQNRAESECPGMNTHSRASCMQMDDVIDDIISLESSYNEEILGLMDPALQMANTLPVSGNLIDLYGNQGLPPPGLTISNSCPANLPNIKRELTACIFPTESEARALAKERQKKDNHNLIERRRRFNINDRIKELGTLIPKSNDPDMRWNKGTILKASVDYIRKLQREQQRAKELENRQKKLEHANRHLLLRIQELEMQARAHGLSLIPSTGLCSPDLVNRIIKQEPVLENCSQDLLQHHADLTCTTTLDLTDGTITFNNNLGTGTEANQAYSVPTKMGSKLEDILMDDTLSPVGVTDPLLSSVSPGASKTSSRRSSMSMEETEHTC
Numbers without * were called inactive; x = not tested or not shown.

(1) OCCNCC(O)COc1ccccc1 (configuration not stated)
(2) CN(CC(=O)NCCc1ccc(Cl)cc1)S(=O)(=O)c1cccs1
(3) COCCCNc1nc2nonc2nc1N1CCCC(OC)C1 (configuration not stated)
(4) O=C(N/N=C\c1ccc(O)cc1)c1cncc(Br)c1
(5) COc1ccccc1C(N)c1nccn1C (configuration not stated)
(6) O=CN1CCN(C(C(=O)NC2CCCC2)c2cc3c(cc2[N+](=O)[O-])OCO3)CC1 (configuration not stated)

Assay by compound	1	2	3	4	5	6
FBW7 activator	0.6	0.1	-0.1	0.0	-0.1	0.0
GPR151 ag	0.0	2.4	0.1	0.7	0.1	1.0
TEAD-YAP inh	8	4	-27	7	10	-1
MITF inh	4	12	-3	5	34	21

(7) COc1ccc(-c2nc(NCCCN3CCCC3=O)c3[nH]cnc3n2)cn1
(8) Cc1sc(-n2c(C)cc(/C=C(\C#N)C(=O)NCc3ccco3)c2C)c(C#N)c1C
(9) COc1ccc(C(=O)NCCSc2ccccc2C)cc1
(10) CCC(=O)Nc1sc2c(c1C(=O)Nc1cccc3ccccc13)CCC2
(11) CC(C)(C)c1nnc2sc(SCC(=O)NCc3ccco3)nn2c1=O
(12) O=C(O)COCC(=O)N1CCC(N2CCN(c3ccc(F)cc3)CC2)CC1

Assay by compound	7	8	9	10	11	12
FBW7 activator	0.2	-0.5	0.2	-0.1	0.0	0.2
GPR151 ag	1.1	-0.3	1.3	3.0	1.1	0.8
TEAD-YAP inh	4	6	-49	8	-12	-4
MITF inh	11	-4	14	-6	5	4

(13) CCOC(=O)C1=CN(C(C)C)C=C(C(=O)OCC)C1c1ccc(F)cc1
(14) COCCN(CCOC)S(=O)(=O)c1ccc(C(=O)Nc2sc3c(c2C(=O)OC)CCN(C(C)C)C3)cc1
(15) O=C(CSc1nc2ccccc2c(=O)n1Cc1cccs1)NC1CCCCC1
(16) CCOc1cccc2cc(-c3nnc(Nc4ccc(Cl)cc4Cl)s3)c(=O)oc12
(17) Cc1ccc(-n2cc(-c3ccc4c(c3)OCO4)[nH]c2=O)cc1
(18) CCCC[C@H](C)C[C@H](O)/C=C/[C@@H]1[C@@H](CCCCCCC(=O)O)[C@@H](O)C[C@H]1O

Assay by compound	13	14	15	16	17	18
FBW7 activator	0.3	-0.2	0.0	-0.1	-0.1	x
GPR151 ag	-0.7	0.4	0.2	1.5	-1.8	3.4
TEAD-YAP inh	-3	-2	-9	4	-68	x
MITF inh	-1	-4	5	-7	5	-6

7 entries picked at random from the list so far:
(6) O=CN1CCN(C(C(=O)NC2CCCC2)c2cc3c(cc2[N+](=O)[O-])OCO3)CC1 (configuration not stated)
(3) COCCCNc1nc2nonc2nc1N1CCCC(OC)C1 (configuration not stated)
(18) CCCC[C@H](C)C[C@H](O)/C=C/[C@@H]1[C@@H](CCCCCCC(=O)O)[C@@H](O)C[C@H]1O
(4) O=C(N/N=C\c1ccc(O)cc1)c1cncc(Br)c1
(12) O=C(O)COCC(=O)N1CCC(N2CCN(c3ccc(F)cc3)CC2)CC1
(9) COc1ccc(C(=O)NCCSc2ccccc2C)cc1
(10) CCC(=O)Nc1sc2c(c1C(=O)Nc1cccc3ccccc13)CCC2

Assay by compound	6	3	18	4	12	9	10
FBW7 activator	0.0	-0.1	x	0.0	0.2	0.2	-0.1
GPR151 ag	1.0	0.1	3.4	0.7	0.8	1.3	3.0
TEAD-YAP inh	-1	-27	x	7	-4	-49	8
MITF inh	21	-3	-6	5	4	14	-6

Further records follow.
(19) Cc1ccc(C(C)C)c(OCC(O)CN2CCC(CN3C(=O)c4cccc5cccc(c45)C3=O)CC2)c1 (configuration not stated)
(20) Cc1ccc(CNC(=O)CSCc2ccccc2F)cc1
(21) Cc1sc(N)nc1-c1ccc(C(C)(C)C)cc1
(22) COc1cccc(CC(=O)Nc2ccc(F)c([N+](=O)[O-])c2)c1
(23) Nc1ccccc1-c1nnc(SCc2ccccc2)[nH]c1=O
(24) CCCC1=NN2C(=N)/C(=C/c3cc(Cl)c(OCc4ccccc4)c(OCC)c3)C(=O)N=C2S1

Assay by compound	19	20	21	22	23	24
FBW7 activator	-0.1	0.0	-0.1	0.0	-0.1	0.0
GPR151 ag	0.3	3.2	-3.4	0.4	0.1	1.2
TEAD-YAP inh	9	-18	-35	6	-6	-3
MITF inh	-2	-3	4	-3	9	14

(25) CCOC(=O)C1=C(C)NC(C)=C(C(=O)OCC)C1c1sccc1C
(26) O=C(NCCCc1ccccc1)c1ccccc1
(27) O=C1c2ccccc2C(=O)N1CSc1ccc(Cl)cc1
(28) COc1cccc(NC(=O)N(Cc2nnc3n2CCCCC3)c2ccc(OC)c(OC)c2)c1
(29) CCOc1ccc(OCc2ccc(C(=O)NN)cc2)cc1
(30) O=C1NC(=O)c2cc(NC(=O)c3coc4ccccc4c3=O)ccc21

Assay by compound	25	26	27	28	29	30
FBW7 activator	-0.1	0.1	0.1	-0.1	0.0	0.1
GPR151 ag	-0.2	0.9	-1.2	-0.4	-0.1	-0.3
TEAD-YAP inh	8	-62	-21	-1	-8	-11
MITF inh	-3	14	-7	3	-5	-3

(31) COc1ccc(C(=O)Nc2nnc(S(=O)(=O)N(CC(C)C)c3ccccc3)s2)cc1
(32) CCOc1ccc2c(c1)c1n[nH]c(=S)nc1n2C
(33) O=C(NCC1CCC2(CCN(C(=O)c3ccc(F)cc3)CC2)O1)c1cc2ccccc2cn1 (configuration not stated)
(34) Cc1ccc(N2C(=O)N(CC(=O)N3CCC(C)CC3)c3ccccc3S2(=O)=O)cc1
(35) CC1(C)Cc2c(c(N3CCOCC3)nc3sc4c(ncn5cnnc45)c23)CO1
(36) O=c1oc2cc(O)ccc2cc1-c1ccc([N+](=O)[O-])cc1

Assay by compound	31	32	33	34	35	36
FBW7 activator	0.1	0.1	0.4	0.2	0.2	0.8
GPR151 ag	1.1	1.0	0.5	1.4	1.2	-5.6
TEAD-YAP inh	8	-13	12	5	-9	28
MITF inh	1	2	4	15	4	16

(37) O=C(Nc1ccc(O)cc1)c1ccc(F)c(S(=O)(=O)N2CCOCC2)c1
(38) COc1ccccc1NC(=O)C1=C(C)NC(SCC(=O)Nc2ccc3ccccc3c2)=C(C#N)C1c1ccco1 (configuration not stated)
(39) O=C(c1ccc(F)cc1)N1CCN(c2cc(N3CCCCC3)c(F)cc2[N+](=O)[O-])CC1
(40) CC1CCC(NC(=O)c2ccc(CNS(=O)(=O)c3ccc(F)cc3)cc2)CC1 (configuration not stated)
(41) CC(=O)C1C(c2ccc(C)cc2)NC(=O)NC1(O)C(F)(F)F (configuration not stated)
(42) Cc1nn(-c2ccc(N3CCOCC3)nn2)c(=O)c2ccccc12

Assay by compound	37	38	39	40	41	42
FBW7 activator	0.0	0.5	0.0	0.1	-0.1	-0.1
GPR151 ag	-0.8	0.1	0.6	-0.3	1.3	0.0
TEAD-YAP inh	22	5	7	2	0	-2
MITF inh	30	22	11	3	16	0

(43) Cc1nc(NCc2c(C)nn(C)c2Cl)sc1-c1ccn(CCO)n1
(44) O=C(O)C1CCCCC1C(=O)N1CCN(c2nc(-c3ccccc3)c3ccccc3n2)CC1 (configuration not stated)
(45) O=C(/C=C/c1ccc([N+](=O)[O-])cc1)c1cc2cc([N+](=O)[O-])ccc2oc1=O
(46) Cc1[nH]c2ccccc2c1C(=O)CN1CCN(C)CC1
(47) CC(=O)Nc1ccc(S(=O)(=O)N2CCC[C@@H](C(=O)c3cccs3)C2)cc1
(48) O=[N+]([O-])c1ccc(C2SCCN2S(=O)(=O)c2ccc(Cl)cc2)cc1 (configuration not stated)

Assay by compound	43	44	45	46	47	48
FBW7 activator	-0.1	0.4	0.5	0.0	-0.2	0.1
GPR151 ag	0.6	0.6	-0.9	1.2	-1.2	2.0
TEAD-YAP inh	-3	15	-3	0	3	6
MITF inh	10	-4	-2	0	-6	4

(49) CCOC(=O)C1=C(c2ccccc2)N=c2s/c(=C\c3ccc(OC)c(Br)c3)c(=O)n2C1c1ccc2c(c1)OCO2 (configuration not stated)
(50) COc1cccc(OC)c1C(=O)Oc1ccc2c(=O)c(-c3ccc(Cl)cc3)c(C(F)(F)F)oc2c1
(51) Cc1ccc(-n2nc3c(c2NC(=O)c2cc(Cl)ccc2[N+](=O)[O-])CSC3)c(C)c1
(52) COC(=O)[C@@H]1C[C@@H](NC(=O)Cc2ccc(F)cc2)CN1CCc1ccccc1
(53) CCCCC(=O)NC(c1cccs1)c1ccc2cccnc2c1O (configuration not stated)
(54) CCCCn1c(=O)n(C)c(=O)c2c(C(=O)OCC)cc(-c3ccc4c(c3)OCO4)nc21

Assay by compound	49	50	51	52	53	54
FBW7 activator	0.0	0.3	-0.4	0.1	-0.9	0.0
GPR151 ag	-0.1	-0.2	-0.1	-1.5	-1.5	-2.2
TEAD-YAP inh	-2	-1	-4	6	88*	0
MITF inh	-9	2	-1	6	49	1

(55) Cc1ccc(NC(=O)CSc2nc3ccccc3c(=O)n2-c2ccccc2C)c(C)c1
(56) O=S(=O)(Nc1ccc2c(c1)OCO2)c1cccc(S(=O)(=O)N2CCCC2)c1
(57) COc1ccccc1NC(=O)c1c(F)cccc1Cl
(58) CCOC(=O)N1CCC(n2c(SCC(=O)Nc3cc(C)on3)nc3ccccc3c2=O)CC1
(59) CCN(CC)C(=O)CN(c1cc(Cl)cc(Cl)c1)S(C)(=O)=O
(60) Cc1ccc(C(=O)c2sc3nc(C)ccc3c2N)c(C)c1

Assay by compound	55	56	57	58	59	60
FBW7 activator	0.1	0.0	-0.1	0.1	0.0	0.4
GPR151 ag	-0.4	0.1	-0.5	-1.1	0.5	0.0
TEAD-YAP inh	-9	2	-9	6	2	37*
MITF inh	17	2	4	7	2	-7

Gathered by group, the entries above with a cyano group.
(8) Cc1sc(-n2c(C)cc(/C=C(\C#N)C(=O)NCc3ccco3)c2C)c(C#N)c1C
(38) COc1ccccc1NC(=O)C1=C(C)NC(SCC(=O)Nc2ccc3ccccc3c2)=C(C#N)C1c1ccco1 (configuration not stated)

Assay by compound	8	38
FBW7 activator	-0.5	0.5
GPR151 ag	-0.3	0.1
TEAD-YAP inh	6	5
MITF inh	-4	22

Next part:
(61) Cc1nnc2n1N=C(c1ccc([N+](=O)[O-])cc1)CS2
(62) COC(=O)c1c(C)[nH]c(-c2csc(N)n2)c1C
(63) Cc1ccc(Cl)cc1NC(=O)Cn1cnc2c(sc3cccc(F)c32)c1=O
(64) CC(C)N(C(=O)C[n+]1ccccc1)c1ccccc1
(65) CCCc1nn(CC(=O)NCCCN2CCCC2=O)c(=O)c2cc3ccsc3n12
(66) CC(=O)c1cc2c(nc1C)sc1c(-c3ccccc3)c(C#N)c(N)nc12

Assay by compound	61	62	63	64	65	66
FBW7 activator	0.1	0.3	0.9	0.0	-0.2	0.1
GPR151 ag	1.5	0.5	0.6	-0.4	0.0	0.2
TEAD-YAP inh	-4	51*	0	-6	-1	5
MITF inh	-5	13	18	2	-2	-2

(67) CN1CCC(N(C)C(=O)c2cc3c(-c4ccccc4)nn(-c4ccccc4)c3s2)CC1
(68) CCN(CC)C(=O)/C(=C/c1ccc(OC)cc1)c1ccccc1
(69) CCOc1ccc(C(=O)Nc2ccc(NC(=O)c3ccco3)cc2)cc1Cl
(70) CCOC(=O)c1sc(NC(=O)CCCOc2ccccc2OC)c(C#N)c1C
(71) CC1(C)CC2(C)N(CC(=O)N2Nc2ccccc2)C(=S)N1 (configuration not stated)
(72) Cn1c(=O)nc2n(-c3cccc(C(F)(F)F)c3)c3ccccc3cc-2c1=O

Assay by compound	67	68	69	70	71	72
FBW7 activator	-0.2	-0.2	-0.1	0.6	-0.1	-0.1
GPR151 ag	1.1	2.8	0.1	3.0	-0.7	-1.1
TEAD-YAP inh	-13	2	9	-1	-1	3
MITF inh	6	-19	-5	3	3	5

Results in GPR151 ag, FBW7 activator and MITF inh, for 3 of the compounds above:
nr	molecule	GPR151 ag	FBW7 activator	MITF inh
67	CN1CCC(N(C)C(=O)c2cc3c(-c4ccccc4)nn(-c4ccccc4)c3s2)CC1	1.1	-0.2	6
68	CCN(CC)C(=O)/C(=C/c1ccc(OC)cc1)c1ccccc1	2.8	-0.2	-19
69	CCOc1ccc(C(=O)Nc2ccc(NC(=O)c3ccco3)cc2)cc1Cl	0.1	-0.1	-5

Next part
(73) CCCSC1=C(C#N)C(c2ccccc2)CC(=O)N1 (configuration not stated)
(74) CCCNC(=O)c1ccc2c(c1)nc(C)n2-c1cc(OC)c(OC)c(OC)c1
(75) COc1ccccc1CN(C)C1CCN(C)CC1
(76) C=CCn1c(SCc2nc(N)nc(N3CCCCC3)n2)nnc1-c1ccco1

Assay by compound	73	74	75	76
FBW7 activator	0.2	0.0	0.0	-0.2
GPR151 ag	1.1	1.0	1.9	0.2
TEAD-YAP inh	9	-19	-3	-2
MITF inh	-5	5	28	0

A few values from above:
In MITF inh, #74 reads 5
In TEAD-YAP inh, #76 reads -2
In TEAD-YAP inh, #73 reads 9
